Lipid droplet = hepatic lipid droplet formation modulation; AML12 mouse hepatocytes, oleate lipid droplets, BODIPY imaging; AID 1656; 240,000 compounds, 0.4% hits; inhibition, % at 6.5 µM;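 active = lipid droplet intensity inhibited by at least 50%, with more than 500 cells counted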
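Test system: AML12 hepatocytes (mouse); reagent: oleate loading, 100 µM; dosing: one dose, 6.5 µM compound; incubation: overnight exposure; signal: fluorescence imaging, 20x objective, two fields per well; read-out basis: % inhibition of corrected integrated BODIPY droplet signal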
Autophagy mod = modulators of autophagy; MEF GFP-LC3 puncta imaging; test concentration mostly 10 µM; calls only at 10 µM (by protocol); 190,000 compounds, 0.98% hits; AID 463193;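 active = percentage of spot-positive cells more than 3 SD above its plate mean, without a fluorescence outlier flag or 80% toxicity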;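 note: spot-positive cell cutoff set from DMSO-treated cells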
Insulin prom up = MIN6 insulin promoter up-regulation; MIN6 insulin promoter-GFP reporter, high-content imaging; stronger effect = higher value; z-score at 5 µM; 190,000 compounds, 0.3% hits; AID 1625;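 active = z-score above 3 at 5 µM with at least 500 cells counted in the well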
PMI inhibitors = MPI enzyme activity inhibition – biochemical, fluorescence intensity, coupled assay, primary screen (AID 1209) | purified PMI enzyme, coupled fluorescence intensity; higher % means a stronger effect | one-dose inhibition, % at 20 µM; IC50 in µM for titrated hits | 190,000 compounds, 0.42% hits;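 note: plate controls were DMSO vehicle for no effect and wells lacking substrate for full effect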
b-catenin transl = modulators of beta-catenin nuclear translocation; HeLa beta-catenin nuclear translocation, immunofluorescence imaging; nuclear translocation activity, % at 5 µM; 190,000 compounds, 0.3% hits;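 active = nuclear translocation activity above 50% at 5 µM, with a well cell count of 50 or more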;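 note: per-cell ratio of nuclear to cytoplasmic median beta-catenin stain intensity; plate controls were DMSO negative control for no effect and GSK-3 inhibitor IX positive control for full effect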
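test system = HeLa cells, endogenous beta-catenin | dosing = single 5 µM dose plus 0.02–20 µM confirmation series | times = compound treatment 24 h, 37°C, 5% CO2 | technique = beta-catenin immunofluorescence imaging with DAPI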
T cell HTS = modulates CD8 T cell binding to vesicles; 330,000 compounds, 0.068% hits; calls only at 7 µM; 2C CD8+ T cell-vesicle binding, flow cytometry; stronger effect = lower value;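 active = response, share of CD8 T cells binding vesicles, and their 90th percentile fluorescence all below set limits, cut at about 80% in these data, passing the limit was not always enough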
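Material: murine 2C transgenic CD8+ T lymphocytes / Also added: QL9-peptide-loaded Drosophila micro-vesicles bearing Ld, ICAM-1 and B7-1 / Schedule: binding step 1.5 h, 37 °C, antibody labelling 20 min, ice / Signal: flow cytometry, PE anti-B7-1 (FL2) versus Alexa647 anti-CD8 (FL8), PFA-fixed / Evaluation: percent CD8+ FL2 mean versus row control / Benchmarks: naked versus QL9-loaded vesicles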
MT stabilize HCS = stabilizes microtubules in HeLa cells; AID 2205; 200,000 compounds, 0.83% hits; % tubulin-high responders, % at 10 µM; HeLa tubulin immunostaining HCS, 24 h; share of cells brighter than vehicle mean+2SD;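 active = plate Z-score above 3 for both tubulin-high and condensed-nucleus cell shares, with cell loss under 80%, at 10 µM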;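 note: anti alpha tubulin signal scored within the nucleus-defined area of each cell; some results filed as inactive read as strong as hits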
human PMI inhibitors = human PMI inhibitors, high substrate, primary screen, biochemical, fluorescence intensity, high mannose 6-phosphate (AID 1220). recombinant PMI enzyme, coupled fluorescence intensity; higher % means a stronger effect. 190,000 compounds, 0.66% hits. one-dose inhibition, % at 20 µM; IC50 in µM for titrated hits
TNAP activation fold = human TNAP enzyme activators, primary screen, biochemical, luminescent, no phosphate acceptor, uHTS (AID 1001) | activation fold at 20 µM, or EC50 in µM where a hit was titrated | 200,000 compounds, 0.03% hits | purified TNAP, luminescent activation assay, no phosphate acceptor; higher activation fold means a stronger effect; in the data active = activation fold from about 3, or a potency from the dose series; inactive = the rest, 99 in 100 with activation fold below about 1.6; note: many of its hits are not listed in these tables
Insulin prom up cell count = further read-out of Insulin prom up, marked with its call; cell count; measured here: cytotoxicity, nuclei count;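 total cells summed across four imaged fields per well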
Lipid droplet cells 6.5 µM = second read-out of Lipid droplet, no call of its own (marks repeat the call); cell count; measured here: cell count, cytotoxicity flag;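 cells counted across two imaged fields per well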
b-catenin transl cell count 5 µM = further read-out of b-catenin transl, marked with its call; cell count; measured here: cell count, cytotoxicity flag
T cell HTS vesicle-bound % = further read-out of T cell HTS, marked with its call; double positive events, %; measured here: CD8+ vesicle-bound cell fraction;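 binding gate set so that unloaded-vesicle control wells show 10% double positive cells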
MT stabilize HCS Hoechst-high % = further read-out of MT stabilize HCS, marked with its call; % Hoechst-high responders; measured here: nuclear condensation Hoechst responders;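 share of cells brighter than vehicle mean plus two SD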
MT stabilize HCS cytotoxicity % = also measured in MT stabilize HCS; calls as there; toxicity, %; measured here: cytotoxicity by cell density;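 0% = mean cell density of plate MIN control wells and 100% = no cells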
Autophagy mod cell loss 18 h = second read-out of Autophagy mod, no call of its own (marks repeat the call); toxicity, %; measured here: cell loss, nuclei count;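 cell loss after 18 h compound exposure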
The depositor's hits bear a star; i = inactive; / = no result given; + = active, no number. Cut-off read from the data, not from the text of the source, unless noted: active = inhibition above about 50%; inactive = the rest. Compounds as they come, and some 2.9% of all compounds hit somewhere here.

SMILES	Lipid droplet	Lipid droplet cells 6.5 µM	Autophagy mod	Autophagy mod cell loss 18 h	Insulin prom up	Insulin prom up cell count	PMI inhibitors	b-catenin transl	b-catenin transl cell count 5 µM	T cell HTS	T cell HTS vesicle-bound %	MT stabilize HCS	MT stabilize HCS Hoechst-high %	MT stabilize HCS cytotoxicity %	human PMI inhibitors	TNAP activation fold
CC(=O)CSc1nc(N(C)C)nc(N(C)C)n1	-12	545	i	7	-0.31	1454	8%	-0.9	989	i	53	1.8	0.4	1.8	6%	1.1
COc1cc(NS(=O)(=O)c2ccc(Nc3nc(-c4cccc([N+](=O)[O-])c4)cs3)cc2)nc(OC)n1	2	670	i	-27	-0.46	1154	3%	-1.2	589	i	47	5.3	3.0	0.3	0%	1
Cc1ccccc1CNC(=O)Cc1cccs1	1	743	i	-18	/	/	2%	-1.2	1103	i	64	1.9	1.4	4.1	2%	1
COc1ccc(CN2CCNC(=O)C2CC(=O)O)c(OC)c1 (stereo not given)	-34	648	i	4	-0.09	1799	-18%	-0.8	1091	i	5	2.8	4.6	3.0	-28%	1.1
CCOc1ccc(C2c3[nH]c4ccccc4c3CCN2CCCn2cccn2)cc1 (stereo not given)	-3	655	i	4	-0.49	1312	14%	2.3	1132	i	48	3.5	2.5	11	5%	1.1
CC(C)CN(C(=O)COC(=O)c1ccccc1Sc1ccccc1C#N)C1CCS(=O)(=O)C1 (stereo not given)	24	614	i	16	0.31	1396	-12%	-0.3	989	i	31	3.4	2.7	9.0	-11%	0.9
COc1ccc(S(=O)(=O)N2CCN(C(=O)Cc3cccs3)CC2)cc1	10	679	i	27	0.04	1423	0%	-3.6	1196	i	60	3.2	2.4	5.2	-1%	1
O=C(OCC(=O)N1CCc2ccccc2C1)c1cccnc1Cl	23	708	i	13	-0.41	1276	-2%	-0.7	1043	i	27	3.4	2.4	7.8	6%	1.2
O=c1oc2ccccc2c2c1C(c1ccc(Cl)cc1)Nc1ccc3ccccc3c1-2 (stereo not given)	-14	753	i	8	-0.92	1306	-8%	-2.7	1175	i	39	1.0	1.0	5.2	-14%	1.1
O=C(CN1CCN(C(c2ccccc2)c2ccccc2)CC1)NC(=O)NCc1ccco1	/	/	i	-1	-3.2	916	5%	0.6	1376	i	30	2.6	2.1	16	-5%	1.1
CCOc1ccc(NC(=O)CC2C(=O)N(c3ccccc3)C(=O)N2CCc2cccs2)cc1 (stereo not given)	-17	613	i	9	-0.54	1177	9%	3.7	461	i	7	1.8	3.3	7.2	8%	1
CCCOC(=O)C1=C(C)NC2=C(C(=O)CC(C)(C)C2)C1c1ccc(N(C)C)cc1 (stereo not given)	/	/	i	0	-1.3	955	-12%	/	/	i	57	4.8	3.1	13	-6%	1.1
Cc1cccc(N2CCN(C(=O)C3CCN(S(=O)(=O)c4cccc5nsnc45)CC3)CC2C)c1 (stereo not given)	-3	628	i	5	-0.17	1810	19%	-0.7	1090	i	39	5.2	4.6	1.5	20%	1
Cc1cc2oc3c(c(=O)c2cc1C)C(c1ccc(F)cc1)N(CCCN1CCOCC1)C3=O (stereo not given)	-14	702	i	-4	0.05	1372	-6%	-1.0	1203	i	45	3.7	1.5	10	-6%	1
Cc1ccc(C(C)C)c(OCCN2C(=O)NC(C)(C)C2=O)c1	36	748	i	-8	0.95	837	4%	0.7	974	i	53	1.7	1.4	7.5	-4%	1.1
CC(C)COC(=O)n1c(=O)oc2cc(S(=O)(=O)N3CCCCC3)ccc21	/	/	i	23	-0.31	1309	7%	-1.0	1130	/	/	4.9	2.2	2.5	5%	1.1
O=C(CN1CCN(c2ccccn2)CC1)NCCc1ccccc1	/	/	i	-22	-0.3	1086	0%	2.1	1128	i	42	2.5	1.7	8.3	1%	1.1
O=C(Nc1ccc(N2CCOCC2)cc1)C1(c2ccc(Cl)cc2)CCC1	14	633	i	6	0.7	1142	2%	-0.5	1078	i	32	9.9*	36*	24*	4%	1.2
CCc1nnc(NC(=O)CSc2nnc(CSc3nc(C)cc(C)n3)o2)s1	/	/	i	20	0.57	1227	-2%	0.3	873	i	29	2.7	1.7	3.6	3%	1.1
CCOC(=O)N(C)OC(=O)Nc1ccc(Cl)c(Cl)c1	/	/	i	-10	1.1	1125	-2%	-0.9	790	i	12	5.3	3.9	1.8	1%	0.9
COc1cccc(CNc2ccc([N+](=O)[O-])cc2Cl)c1O	0	692	i	4	0.62	1082	12%	2.8	833	i	9	2.8	4.3	5.2	19%	1
Cc1cc(NC(=O)c2c(Cl)cccc2Cl)no1	-21	511	i	-14	0.47	1427	-15%	-1.3	1558	i	37	4.1	1.5	14	-13%	1
O=C(COC(=O)c1ccccc1Nc1ccccc1)NCc1ccccc1	-6	554	i	0	-0.03	1550	11%	0.8	1091	i	14	3.0	3.0	8.0	12%	1.1
COc1ccc(/C=C/C(=O)O)cc1S(=O)(=O)Nc1ccc2c(c1)OCO2	-24	685	/	/	-0.09	1073	/	-0.6	1346	i	28	/	/	/	/	/
Cc1ccc(-c2nc3ccccc3c(=O)n2CCN2CCOCC2)cc1	15	650	i	3	-0.09	2035	12%	-3.7	1148	i	16	4.2	2.4	7.5	13%	1.1
CCCNCc1cc(OC)c(OCCC)cc1Cl	-6	732	i	2	/	/	-25%	-0.6	1079	i	38	1.5	1.9	4.7	-25%	1
Cc1cc(=O)[nH]c(N/N=C/c2c(O)n(-c3ccccc3)c(=O)c3ccccc23)n1	-1	500	i	-10	-0.04	1134	-5%	-0.3	884	i	49	2.2	1.3	8.2	-43%	2.4
O=C(O)CC1CCS(=O)(=O)C1 (stereo not given)	/	/	i	8	0.42	1360	0%	0.2	904	i	29	4.4	2.7	3.8	2%	1.1
O=C(NCc1ccc(Cl)cc1)c1ccccc1CCc1ccccc1	-20	634	i	-7	-0.57	1385	4%	1.3	1063	i	31	3.3	3.2	4.1	2%	1.2
CCC(C)(C)NC(=O)CN(Cc1cccs1)C(=O)CNS(=O)(=O)c1ccc(F)cc1	3	754	i	10	0.14	1393	-5%	-2.5	1048	i	26	1.7	1.1	7.6	-12%	1
CN(C)S(=O)(=O)c1ccc2c(c1)nc(CCC(=O)Nc1ccc3c(c1)OCO3)n2C	2	724	i	14	1.6	1327	-1%	/	/	i	55	2.0	3.4	7.9	16%	1
O=C(O)c1ccccc1OCCOc1ccccc1C(=O)O	-9	736	i	-5	-0.07	1229	1%	/	/	i	36	1.9	1.9	7.2	-1%	1.1
Cn1c(=O)c2c(nc(N3CCNCC3)n2Cc2cccc3ccccc23)n(C)c1=O	/	/	+	24*	-0.55	1126	-1%	2.7	1410	i	39	2.2	1.6	10	-5%	1
O=C(O)CCN1Cc2ccccc2C1=O	/	/	i	-39	-0.85	1424	-1%	-2.7	1016	i	3	2.6	2.5	3.9	4%	1.1
O=C(C1CCN(S(=O)(=O)c2ccc(Cl)cc2)CC1)N1CCOCC1	2	794	i	1	/	/	-18%	-4.8	1019	i	29	2.3	1.8	7.8	-18%	1
COc1ccc(/C(C)=N/N2CCOCC2)c(O)c1	20	685	/	/	0.18	1096	/	0.9	1310	i	53	/	/	/	/	/
NC(=O)c1ncc(C(F)(F)F)cc1Oc1ccc(C(F)(F)F)cc1	-1	675	i	0	0.98	831	-2%	-3.0	1063	i	42	1.0	1.3	12	-2%	1.1
Cc1nn(C)cc1/C=N/NC(=O)c1ccc2c(c1)OCO2	/	/	i	5	0.07	1500	5%	0.4	1355	i	41	2.1	2.0	6.8	6%	1.1
CN1CCCCc2c1nc1ccccc1c2N (tested in a mixture with another compound)	/	/	i	-17	/	/	4%	-2.3	1022	i	25	6.3	2.8	4.8	17%	1.1
CCOc1cc(CN2CCN(c3cccc(C(F)(F)F)c3)CC2)ccc1OC	6	748	i	2	/	/	7%	/	/	i	17	1.3	1.1	4.4	2%	1.1
CCCNC(=O)c1nc2ncc(Br)cn2n1	/	/	i	8	-0.16	1120	1%	-2.0	1180	i	5	7.2	3.3	6.6	1%	1.1
CCOP(=O)(OCC)c1nc(-c2cccc([N+](=O)[O-])c2)oc1N1CCCCC1	16	728	i	0	0.51	1165	-4%	-2.1	1074	i	39	2.3	2.5	9.6	-4%	1
COc1ccc(NC(=S)Nc2ccc(S(N)(=O)=O)cc2)c(OC)c1	10	770	i	-9	0.12	1525	12%	0.5	963	i	30	3.7	2.1	5.4	16%	1.1
CN1CCN(c2ccccc2/C=N/NC(=O)c2cccnc2)CC1	2	672	/	/	-0.27	1426	/	6.8	958	i	16	/	/	/	/	/

Compound profiles, from the list above. Screens in order: Lipid droplet | Lipid droplet cells 6.5 µM | Autophagy mod | Autophagy mod cell loss 18 h | Insulin prom up | Insulin prom up cell count | PMI inhibitors | b-catenin transl | b-catenin transl cell count 5 µM | T cell HTS | T cell HTS vesicle-bound % | MT stabilize HCS | MT stabilize HCS Hoechst-high % | MT stabilize HCS cytotoxicity % | human PMI inhibitors | TNAP activation fold
Listed for O=C(O)c1ccccc1OCCOc1ccccc1C(=O)O : -9 | 736 | i | -5 | -0.07 | 1229 | 1% | / | / | i | 36 | 1.9 | 1.9 | 7.2 | -1% | 1.1
Listed for COc1ccc(NC(=S)Nc2ccc(S(N)(=O)=O)cc2)c(OC)c1 : 10 | 770 | i | -9 | 0.12 | 1525 | 12% | 0.5 | 963 | i | 30 | 3.7 | 2.1 | 5.4 | 16% | 1.1
Listed for O=C(O)CCN1Cc2ccccc2C1=O : / | / | i | -39 | -0.85 | 1424 | -1% | -2.7 | 1016 | i | 3 | 2.6 | 2.5 | 3.9 | 4% | 1.1
Listed for NC(=O)c1ncc(C(F)(F)F)cc1Oc1ccc(C(F)(F)F)cc1 : -1 | 675 | i | 0 | 0.98 | 831 | -2% | -3.0 | 1063 | i | 42 | 1.0 | 1.3 | 12 | -2% | 1.1

Bioassay records (PubChem BioAssay)
